APJ antag = APJ receptor antagonism; inhibition, % at 20 µM; 330,000 tested, 0.32% active; CHO-K1 APJ beta-arrestin complementation, luminescence; AID 2521; P35414;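 active means inhibition above about 40% at 20 µM, limit read from the data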;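 further: cells challenged with 10 nM apelin-13 agonist together with compound; plate controls were apelin-13 plus DMSO wells for no effect and DMSO wells lacking apelin-13 for full effect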
Target sequence (P35414 whole entry, looked up): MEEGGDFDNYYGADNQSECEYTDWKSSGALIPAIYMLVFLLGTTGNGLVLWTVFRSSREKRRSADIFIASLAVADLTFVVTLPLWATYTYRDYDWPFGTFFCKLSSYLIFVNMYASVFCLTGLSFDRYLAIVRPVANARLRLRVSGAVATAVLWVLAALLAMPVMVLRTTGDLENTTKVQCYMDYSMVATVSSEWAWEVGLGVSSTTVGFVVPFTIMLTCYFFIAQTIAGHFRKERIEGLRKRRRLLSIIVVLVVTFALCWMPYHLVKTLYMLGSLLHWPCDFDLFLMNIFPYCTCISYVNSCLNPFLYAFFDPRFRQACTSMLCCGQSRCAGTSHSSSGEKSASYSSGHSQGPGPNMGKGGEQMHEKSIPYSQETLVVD
CCR6 antagonist = CCR6 (human) receptor antagonism. P51684. CHO-K1 CCR6 PathHunter beta-arrestin, luminescence, CCL20-stimulated. inhibition, % at 20 µM. 340,000 tested, 0.49% active;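 active means compounds whose inhibition of the agonist-driven luminescence signal at 20 µM reaches about 50%, limit read from the data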;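 further: cells stimulated with CCL20 at 14 nM final; plate controls were DMSO with CCL20 for no effect and DMSO without agonist for full effect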
EBI2 block = EBI2 (human) antagonism. P32249. EBI2 beta-arrestin recruitment, luminescence, 7a,25-OHC stimulated. inhibition, % at 5 µM. 360,000 tested, 0.81% active; in the data active means inhibition above about 38%;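 further: enzyme fragment complementation signal reports receptor beta-arrestin coupling in cells; 0% = agonist plus DMSO wells and 100% = wells without agonist; some results beyond the cut were filed as inactive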
APJ agonist = activates the human apelin receptor APJ. P35414. CHO-K1 APJ PathHunter beta-arrestin, luminescence; 0% DMSO wells, 100% apelin. activation, % at 20 µM. 330,000 tested, 0.11% active;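 active means activation more than six SD over the plate average, tested at 20 µM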;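 further: 0% = DMSO alone and 100% = apelin-13 at 10 nM; some results filed as inactive read as strong as hits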
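Assay system: CHO-K1 APJ beta-arrestin complementation cell line / Compound: single test compound dose, 20 µM final, 1% DMSO / Times: overnight seeding, 90 min compound at 25 °C, 1 h detection / Technique: beta-gal luminescence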
ATG4B inhibitor = blocks human ATG4B protease cleavage of LC3 substrate. 340,000 tested, 0.51% active. inhibition, % at 8.33 µM. AID 504462. ATG4B cleavage of LC3-PLA2, NBD-HPC fluorescence, 1 h. Q9Y4P1; in the data active means inhibition above about 40%
Target sequence (Q9Y4P1 whole entry, looked up): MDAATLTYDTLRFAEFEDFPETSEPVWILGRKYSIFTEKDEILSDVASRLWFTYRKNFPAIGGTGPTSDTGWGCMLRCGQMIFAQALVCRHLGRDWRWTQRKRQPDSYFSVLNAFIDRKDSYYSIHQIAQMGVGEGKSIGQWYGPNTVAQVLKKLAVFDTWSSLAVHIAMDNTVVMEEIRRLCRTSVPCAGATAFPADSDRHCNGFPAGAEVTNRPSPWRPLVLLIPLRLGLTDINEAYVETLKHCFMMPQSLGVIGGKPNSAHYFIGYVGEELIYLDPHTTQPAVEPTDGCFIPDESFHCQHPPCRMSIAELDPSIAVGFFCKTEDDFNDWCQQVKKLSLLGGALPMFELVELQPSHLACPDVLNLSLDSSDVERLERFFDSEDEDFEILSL
Gli-Sufu block = antagonists of Gli-Sufu signaling | inhibition, % at 5 µM | AID 588413 | 340,000 tested, 0.74% active | Sufu-KO-LIGHT fibroblasts, Gli luciferase reporter luminescence;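 active means inhibition above about 55%, limit read from the data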;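 further: 0% = DMSO-treated cells and 100% = wells with medium but no cells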
CXCR6 inh = CXCR6 (human) receptor inhibition. CHO-K1 PathHunter CXCR6 beta-arrestin, luminescence. 360,000 tested, 0.36% active. O00574. inhibition, % at 20 µM; in the data active means inhibition above about 34%, passing the limit was not always enough;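 further: antagonist mode with CXCL16 agonist at 10 nM final; 0% = 10 nM CXCL16 with DMSO and 100% = unstimulated wells without agonist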
UBC13 polyUb = inhibitors of human UBC13 polyubiquitin chain formation; TR-FRET; inhibition, % at 20 µM; 330,000 tested, 0.47% active; AID 485273; in the data active means inhibition above about 45%, passing the limit was not always enough
Target sequence (P61088 whole entry, looked up): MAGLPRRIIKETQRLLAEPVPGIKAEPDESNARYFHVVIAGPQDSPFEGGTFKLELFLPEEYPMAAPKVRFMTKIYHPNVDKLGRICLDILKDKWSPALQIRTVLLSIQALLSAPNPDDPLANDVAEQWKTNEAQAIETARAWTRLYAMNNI
The depositor's hits bear a star; . = not tested or not shown.

SMILES | APJ antag | CCR6 antagonist | EBI2 block | APJ agonist | ATG4B inhibitor | Gli-Sufu block | CXCR6 inh | UBC13 polyUb
COc1ccc(CNC(=O)c2cc(=O)c3cc(C)c(C)cc3o2)cc1 | -5 | 2 | 56* | -5 | -2 | 2 | -5 | 0
COc1ccc(C(C(=O)NCc2ccccc2)N(Cc2cccs2)C(=O)c2cnccn2)cc1 (centres undefined) | 1 | 2 | 1 | 2 | 3 | -13 | 7 | -5
CC/C(=N/NC(=O)CCC(=O)Nc1ccccc1OC)c1ccccc1 | -8 | -5 | -10 | 12 | -12 | 2 | 2 | 0
CSc1ccc(/C=N/NC(=O)c2cc(O)cc(O)c2)cc1 | -12 | 14 | -7 | 2 | -5 | 5 | -3 | -6
CC(Sc1nnc2c(n1)[nH]c1ccccc12)C(=O)N(C)C1CCCCC1 (centres undefined) | 3 | 2 | 8 | -1 | -3 | 51 | 1 | -10
Cc1cc(C)c2c(N)c(C(=O)NCC3CCCCC3)sc2n1 | -31 | -5 | 0 | 0 | -1 | -64 | 0 | 0
Cn1cnnc1SCC(=O)Nc1ccccc1C(=O)NC1CC1 | 1 | -14 | -10 | -4 | -4 | 5 | -4 | 2
COc1ccc(/C=C/C(=O)OCC(=O)Nc2ccc(Cl)cc2F)cc1S(=O)(=O)N1CCOCC1 | 5 | 11 | 8 | -2 | -4 | 0 | -4 | 12
COc1nc(NCCc2ccc(OC)c(OC)c2)nc(OC)n1 | 10 | 0 | 0 | 3 | -2 | 0 | 0 | -5
Cc1ccccc1OCC(=O)N/N=C/c1sc(=O)n(Cc2cccc(C(=O)O)c2)c1Cl | 0 | -2 | 6 | -4 | 4 | 6 | -2 | -16
COC(=O)C1C(=O)CC(C)(O)C(C(=O)OC)C1c1ccc2c(c1)OCO2 (centres undefined) | 5 | -5 | -4 | 3 | 5 | 1 | 0 | 8
Fc1ccc2c(-c3cccc(C(F)(F)F)c3)c(-c3ccccc3)ncc2c1 | 6 | 23 | -5 | -1 | -4 | 27 | -1 | 1
Cc1ccc(OCCC(=O)OCC(=O)Nc2ccc(Cl)cn2)cc1 | -7 | -3 | 3 | 1 | -1 | 19 | -3 | -3
Cc1cc(OC(=O)c2c(F)cc(F)cc2F)nc(C)n1 | -8 | -5 | 1 | -2 | 2 | 9 | -8 | -2
O=S(=O)(NC1c2cccc3cccc(c23)C1N1CCN(CCO)CC1)c1ccccc1 (centres undefined) | . | -19 | -7 | . | -16 | -8 | 2 | .
COc1ccc(/C=C2\CCC(C3CCCC3)C2=O)cc1OC (centres undefined) | 15 | 6 | -3 | -3 | 1 | 7 | 3 | -8
Cc1cccc(C)c1Nc1c(-c2ccsc2)nc2ncccn12 | -11 | 1 | -5 | 7 | 2 | 3 | -3 | -2
CCCCn1c(N)c(N(CCC(C)C)C(=O)CCCc2nc3ccccc3s2)c(=O)[nH]c1=O | 10 | 8 | -1 | 0 | 1 | 6 | -5 | -8
Cc1ccc2ccc3ccc(C)nc3c2n1 | 9 | -8 | -3 | 1 | -2 | 53 | -4 | -16
Cc1ccccc1NC(=O)c1c(F)c(F)c(F)c(F)c1F | 2 | -5 | -18 | -5 | -4 | 0 | -2 | 15
Cc1ccc(C(=O)NNC(=O)CSc2nc(N)cc(N)n2)cc1 | 2 | -8 | -3 | 2 | 4 | -2 | -11 | 0
O=C(CN1CCCCC1)NNC(=O)c1ccc([N+](=O)[O-])cc1 | -24 | -11 | -6 | 3 | -7 | 11 | 2 | -2
CCCOc1ccc(C(=O)NNC(=S)NC(=O)c2ccccc2)cc1 | 36 | 65* | 0 | -3 | 3 | -8 | 47* | -22
CC(NC(=O)Cc1ccccc1)c1cc2c(cc1Br)OCCCO2 (centres undefined) | -6 | 4 | 4 | 1 | -13 | 1 | -12 | 8
Cc1ccc2[nH]c3c(c2c1)CCCC3NC(=O)CCl (centres undefined) | 7 | 10 | 0 | -2 | 5 | 28 | -1 | -1
NC(=O)CC[C@@H]1NC(=O)[C@H](Cc2ccc(O)cc2)NC(=O)c2cc([N+](=O)[O-])cc(F)c2OCC[C@@H](C(N)=O)NC1=O | -65 | 0 | -13 | 4 | -7 | 18 | -16 | -12
COc1ccc(Cc2nnc(SCC(=O)N(C)c3ccccc3)o2)cc1 | 14 | 13 | -3 | 2 | -8 | 4 | -4 | 0
O=C(CCc1ccccc1)Nc1ccc2ccccc2n1 | 6 | 4 | 72* | -4 | -9 | -75 | 1 | 15
CC1CCN(c2ccc3c(c2)S(=O)(=O)c2ccccc2C3=O)CC1 | 6 | 18 | 6 | 0 | 17 | -90 | 0 | -20
C/C(CC(=O)Nc1ccc2c(c1)OCO2)=N\NC(=O)C(c1ccccc1)c1ccccc1 | -9 | 4 | 8 | 0 | -7 | 3 | 1 | -2
CC(C)(CSc1ncccn1)NS(=O)(=O)c1ccccc1 | -6 | 15 | -3 | -2 | -6 | 0 | 3 | 0
CCc1ccc[n+](-c2[nH]c(=O)sc2/C=N/N=C(\[O-])CCn2c3ccccc3c3ccccc32)c1 | 17 | 18 | -1 | 0 | -4 | 0 | 22 | -10
CC(C)CNC(=O)COCc1cc(-c2ccc3c(c2)OCO3)on1 | 14 | 10 | -2 | -5 | -4 | 11 | 3 | -1
CCOC(=O)C1=C(c2ccccc2)N=c2s/c(=C\c3cccc(O)c3)c(=O)n2C1c1cccs1 (centres undefined) | 17 | 28 | 20 | 3 | 7 | 3 | 20 | -10
CCCCOc1ccc(C2CC(=O)NC2=O)cc1 (centres undefined) | 11 | -7 | -4 | -4 | -4 | -7 | 3 | 1
CCC(=O)Nc1ccc2c(c1)nc(CN1CCCCC1)n2C | -10 | -9 | 5 | -1 | -2 | -2 | 4 | -8
Cc1nn(Cc2c(F)c(F)c(F)c(F)c2F)c(C)c1NC(=O)c1c([N+](=O)[O-])cnn1C | 10 | 0 | -13 | -4 | 1 | 2 | 28 | 7
COc1ccc(C(=O)NCC(=O)N2CCN(C(=O)c3ccco3)CC2)cc1OC | 10 | -6 | -10 | -5 | 0 | -3 | 1 | -1
CC(/C=C/c1ccccc1)=N/NC(=O)Cn1nnc(N)n1 | 11 | -1 | -6 | 2 | -7 | -2 | -3 | -6
Cc1cc(C(=O)OCC(=O)Nc2cccnc2Cl)c2ccccc2n1 | 0 | 13 | -2 | -6 | -9 | 0 | 0 | -3
Cc1c(CCO)c(=O)n(-c2ccccc2)n1S(=O)(=O)c1ccc([N+](=O)[O-])cc1 | 1 | -3 | -14 | -1 | -7 | 4 | -6 | 7
CN(C(=O)CCNC(=O)N1CC(=O)Nc2ccccc21)C1CCCCC1 | 8 | 5 | 6 | -1 | 6 | 57* | 1 | -8
COc1ccccc1CC(=O)Nc1cccc2c1CCCC2 | -7 | 13 | -5 | 1 | 6 | . | -2 | -3
CC(C)n1c(SCC(=O)Nc2ccc3c(c2)OCO3)nc2c1c(=O)n(C)c(=O)n2C | 14 | 5 | 5 | 5 | 5 | -26 | 2 | 9
Cc1cc(=O)oc2cc(OCC3CC(c4ccc(N(C)C)cc4)=NO3)ccc12 (centres undefined) | 8 | 12 | -2 | -5 | -8 | 99* | 3 | 5
O=C(NC1CCCC1)C(c1cccnc1)N(Cc1ccc(F)cc1)C(=O)c1csnn1 (centres undefined) | 12 | 8 | 1 | -3 | 0 | 14 | -2 | -1
CC1CN(C(=S)Nc2ccccc2)N(c2ccccc2)C1 (centres undefined) | 8 | 18 | 6 | -4 | -5 | -4 | -6 | -7
CS(=O)(=O)N1c2ccccc2[C@]2(Br)C[C@H]3C(=O)N[C@@H](Cc4ccccc4)C(=O)N3[C@H]12 | -40 | 9 | -1 | -3 | -6 | -2 | -14 | 14
COC(=O)c1cccc(N(C(=O)c2ccco2)C(C(=O)NC2CCCC2)c2ccco2)c1 (centres undefined) | -14 | 5 | 1 | -1 | -3 | 7 | -4 | -2
CCCc1cc(=O)[nH]c(SCC(=O)c2cc(C)n(C(C)COC)c2C)n1 (centres undefined) | -2 | -12 | -7 | -3 | -4 | 3 | 2 | -5
O/N=C(\c1ccccn1)C1CC1c1ccccc1 (centres undefined) | -8 | -2 | 3 | -1 | -1 | -16 | -2 | -8
CC[C@@]12C(=O)N(c3ccc(C)cc3)C(=O)N1[C@H](c1ccc(Br)cc1)[C@@H]1C(=O)N(C(C)(C)C)C(=O)[C@@H]12 | -2 | 10 | -6 | 3 | -6 | . | -3 | 14
CCOC(=O)N1CCN(S(=O)(=O)c2ccc(OCC)c3ccccc23)CC1 | -5 | -13 | 7 | -3 | -10 | 6 | -4 | 9
Cc1cccc(-n2cnc(C(=O)N/N=C/c3ccccc3)c2)n1 | 9 | -2 | 2 | 0 | -6 | -18 | -8 | -9
CC(=O)Nc1sc(C)c(C)c1C(=O)OC1CCOC1=O (centres undefined) | 15 | 10 | 1 | -3 | -4 | 9 | 2 | 2
COc1ccc(C(C)=O)cc1COC(=O)C1CCN(C(=O)c2ccc(Cl)cc2)CC1 | 0 | 14 | 77* | -4 | -1 | -3 | -1 | 14
COc1ccccc1CC(=O)NNC(=O)c1ccc(C(C)(C)C)cc1 | -1 | 16 | -1 | -1 | -2 | -11 | -6 | -8
COc1ccccc1NC(=O)c1ccc(S(=O)(=O)N2CCC(C)CC2)cc1 | -1 | 20 | 10 | -3 | -6 | -4 | -8 | 2
Cc1ccc(NC(=S)c2nc3ccccc3[nH]2)c(C)c1 | -1 | 9 | 6 | 0 | 25 | -31 | -26 | -22
C1CCC(n2nnnc2CN2CCN(C3CCCC3)CC2)CC1 | 10 | -16 | -8 | -2 | 6 | 5 | -2 | -2

Going on with the list:
SMILES | APJ antag | CCR6 antagonist | EBI2 block | APJ agonist | ATG4B inhibitor | Gli-Sufu block | CXCR6 inh | UBC13 polyUb
CCCc1nc(SCC(=O)c2ccccc2)c2c(=O)n(C)c(=O)n(C)c2n1 | -4 | -9 | -4 | 4 | -13 | 9 | -2 | 8
COc1ccc(CCNC(=O)c2coc3ccccc3c2=O)cc1OC | -10 | 9 | 1 | 2 | 0 | 15 | 4 | 4
COc1ccc2cc(C(C)C(=O)N3CCC(C(N)=O)CC3)ccc2c1 (centres undefined) | 4 | 0 | -8 | 0 | -3 | 21 | 0 | 2
CC(C)NC(=O)N(C)C[C@@H]1Oc2ccc(NC(=O)CCN3CCOCC3)cc2CC(=O)N([C@@H](C)CO)C[C@@H]1C | 4 | 8 | -2 | -4 | 6 | 17 | -8 | -4
Cc1ccc(SCCSc2nc(N)cc(=O)[nH]2)cc1 | 1 | 8 | 14 | -2 | 9 | -8 | -17 | -5
CCOC(=O)C1CCN(C(=O)c2cccs2)CC1 | 2 | 5 | -3 | -2 | 1 | -11 | 6 | 4
Cc1cc(NC(=O)CSc2nc(-c3cccnc3)ccc2C#N)no1 | 11 | 6 | 0 | 6 | -5 | 3 | -9 | -6
O=C(COC(=O)CCC1CCCCC1)Nc1ccc(OC(F)F)cc1 | 3 | -4 | -6 | -6 | -4 | -6 | 2 | 1
O=C(NCc1cccc(Cl)c1)c1ccncc1 | 6 | 3 | -7 | 3 | 4 | -6 | 2 | 0
COc1ccc(C)cc1NC(=O)CN1C(=O)c2ccccc2S1(=O)=O | 3 | -9 | -8 | 3 | -7 | -2 | -5 | 20

Entries of single compounds, looked up by structure. Screens in order: APJ antag	CCR6 antagonist	EBI2 block	APJ agonist	ATG4B inhibitor	Gli-Sufu block	CXCR6 inh	UBC13 polyUb
Shown for CC1CN(C(=S)Nc2ccccc2)N(c2ccccc2)C1 (centres undefined) → 8	18	6	-4	-5	-4	-6	-7
Shown for CCCc1nc(SCC(=O)c2ccccc2)c2c(=O)n(C)c(=O)n(C)c2n1 → -4	-9	-4	4	-13	9	-2	8
Shown for COc1ccc(C(C(=O)NCc2ccccc2)N(Cc2cccs2)C(=O)c2cnccn2)cc1 (centres undefined) → 1	2	1	2	3	-13	7	-5
Shown for Cc1c(CCO)c(=O)n(-c2ccccc2)n1S(=O)(=O)c1ccc([N+](=O)[O-])cc1 → 1	-3	-14	-1	-7	4	-6	7
Shown for O=S(=O)(NC1c2cccc3cccc(c23)C1N1CCN(CCO)CC1)c1ccccc1 (centres undefined) → .	-19	-7	.	-16	-8	2	.

Screening results: PubChem, Sanford-Burnham Center for Chemical Genomics
